# Screening data from PubChem BioAssay.
# NCOA2 inhibitor = inhibits human steroid receptor coactivator 2 | Q15596 | HEK293 GAL4-SRC2 luciferase reporter, luminescence | inhibition, % at 9 µM | actives 0.17% (n = 370,000);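 active means inhibition above the mean inhibition of all tested compounds plus 3 SD, set per campaign, cut at about 52% in these data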;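 further: 0% = DMSO treated cells and 100% = cells given Gossypol at 36 µM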
# MC4R antagonist = human MC4R antagonism in cAMP assay; MC4R-expressing cells, MTII-stimulated cAMP, LANCE TR-FRET; inhibition, % at 6.5 µM; actives 0.48% (n = 360,000);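 active means inhibition above its plate's cutoff, the mean of tested wells on that plate plus 3 SD, cut at about 29% in these data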;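 further: 0% = Melanotan II alone and 100% = Melanotan II plus saturating MCL0020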
#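 Material: human MC4R-expressing U2OS cells. Probe or stimulus: Melanotan II challenge. Dosing: 6.5 µM single dose. Times: 30-min compound, 1-h challenge, 1-h detection, room temperature. Technique: TR-FRET with Eu-cAMP and labeled anti-cAMP, 671 nm. Replication: singlicate.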
# EBV LMP1 NFkB = Epstein-Barr LMP1 NF-kappaB reporter inhibition; LMP1-induced NF-kappaB luciferase reporter cells, luminescence; inhibition, % at 12.5 µM; actives 0.69% (n = 350,000); AID 504558; in the data active means inhibition above about 41%;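 further: 0% = neutral control wells and 100% = reference inhibitor control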
# NOD2 RIPK2 PPI = inhibitors of human NOD2-RIPK2 interaction; inhibition, % at 4.98 µM; CHO BLA complementation NOD2-RIPK2, CCF4 ratio; O43353; AID 624267; actives 0.38% (n = 360,000); in the data active means inhibition above about 21%;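 further: 0% = vehicle only and 100% = reference blocker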
# Target sequence (O43353 whole entry, looked up): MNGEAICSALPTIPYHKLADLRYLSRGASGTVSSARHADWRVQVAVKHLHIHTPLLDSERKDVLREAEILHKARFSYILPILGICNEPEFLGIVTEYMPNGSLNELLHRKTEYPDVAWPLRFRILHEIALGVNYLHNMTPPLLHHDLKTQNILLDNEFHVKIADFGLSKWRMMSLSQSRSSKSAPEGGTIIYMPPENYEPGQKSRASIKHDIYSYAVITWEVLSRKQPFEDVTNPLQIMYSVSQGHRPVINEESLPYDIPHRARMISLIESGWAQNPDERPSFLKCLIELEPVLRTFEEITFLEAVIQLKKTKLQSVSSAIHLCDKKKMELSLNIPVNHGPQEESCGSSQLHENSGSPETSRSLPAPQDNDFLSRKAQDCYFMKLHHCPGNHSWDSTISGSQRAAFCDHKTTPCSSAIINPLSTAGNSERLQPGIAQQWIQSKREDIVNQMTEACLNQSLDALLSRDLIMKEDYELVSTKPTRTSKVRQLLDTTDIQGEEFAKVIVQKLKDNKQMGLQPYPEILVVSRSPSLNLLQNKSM
# COUP-TFII inh = NR2F2 (human) inhibition, primary screen; P24468; HEK293T NGFI-A luciferase reporter, luminescence; inhibition, % at 8.6 µM; actives 0.7% (n = 370,000);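 active means inhibition above a per-plate cutoff, mean inhibition of test wells between control levels plus 3 SD, cut at about 38% in these data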;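 further: cells cotransfected with COUP-TFII expression vector driving the NGFI-A reporter; 0% = median of COUP-TF2 test wells and 100% = reporter-only cells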
# Target sequence (P24468 whole entry, looked up): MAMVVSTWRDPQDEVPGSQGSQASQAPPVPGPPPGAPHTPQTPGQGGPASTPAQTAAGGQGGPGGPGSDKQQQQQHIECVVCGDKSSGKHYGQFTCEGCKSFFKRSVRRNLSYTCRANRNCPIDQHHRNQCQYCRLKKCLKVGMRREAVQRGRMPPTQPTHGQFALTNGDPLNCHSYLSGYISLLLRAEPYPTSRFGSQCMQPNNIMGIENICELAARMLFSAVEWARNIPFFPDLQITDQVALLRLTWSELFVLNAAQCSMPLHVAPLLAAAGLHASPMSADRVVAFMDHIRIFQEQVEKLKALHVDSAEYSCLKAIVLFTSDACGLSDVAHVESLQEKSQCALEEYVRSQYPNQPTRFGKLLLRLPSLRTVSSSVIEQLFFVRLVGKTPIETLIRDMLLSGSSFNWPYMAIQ
# ABHD5-PLIN5 inh = ABHD5-PLIN5 protein interaction inhibition | AID 602281 | inhibition, % at 4 µM | actives 0.78% (n = 360,000) | Split G. princeps luciferase complementation, luminescence, 4 h | Q00G26+Q8WTS1;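 active means inhibition above the mean inhibition across every tested compound plus 3 SD, cut at about 22% in these data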;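 further: 0% = DMSO only wells and the 100% control is not disclosed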
# NCOA3 inh = inhibitors of human steroid receptor coactivator 3 (SRC3); Q9Y6Q9; HEK293 GAL4-SRC3 luciferase reporter, luminescence; inhibition, % at 3.6 µM; actives 0.17% (n = 360,000); AID 588352;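 active means inhibition above a per-campaign cutoff, the mean of all compounds plus 3 SD, cut at about 60% in these data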;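 further: 0% = DMSO-treated cells and 100% = gossypol-treated cells at 36 µM; higher means less SRC3-driven luciferase light from the GAL4 reporter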
# NCOA1 inh = inhibitors of human steroid receptor coactivator 1 (SRC1). Q15788. HEK293 GAL4-SRC1 luciferase reporter, luminescence. inhibition, % at 3.6 µM. actives 0.12% (n = 360,000). AID 588354;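 active means inhibition above the campaign mean plus 3 SD, with each screening campaign given its own cutoff, cut at about 60% in these data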;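 further: 0% = DMSO treated cells and 100% = gossypol at 36 µM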
# LRH-1 inv ag = suppresses constitutive activity of human LRH-1. actives 0.13% (n = 360,000). inhibition, % at 3.6 µM. O00482. HEK293T StAR-luciferase reporter, LRH-1 transfected, 24 h;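 active means inhibition above the mean inhibition of all tested compounds plus 3 SD, cut at about 73% in these data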;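 further: 0% = DMSO wells and 100% = reporter-only cells lacking LRH-1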
# TLR9-MyD88 inh = blocks human TLR9 binding to MyD88 | Q9NR96+Q99836 | CHO BLA complementation TLR9-MyD88, CCF4 FRET ratio | inhibition, % at 4.98 µM | actives 0.21% (n = 340,000);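 active means inhibition above the mean over all tested compounds plus 3 SD, cut at about 21% in these data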;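 further: 0% = DMSO only wells and 100% = clavulanate BLA inhibitor control wells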
# MC4R ag barr = activates human MC4R beta-arrestin recruitment; AID 540308; P32245; activation, % at 8.9 µM; actives 0.98% (n = 360,000); U2OS MC4R beta-arrestin complementation, luminescence; percent of melanotan II response, DMSO zero;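 active means activation above a per-plate cutoff, the mean activation of sample wells on that plate plus 3 SD, cut at about 8% in these data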
# An asterisk follows results filed as active; x = no result given. An excerpt; count on the stated rates, not on these rows.
SMILES,NCOA2 inhibitor,MC4R antagonist,EBV LMP1 NFkB,NOD2 RIPK2 PPI,COUP-TFII inh,ABHD5-PLIN5 inh,NCOA3 inh,NCOA1 inh,LRH-1 inv ag,TLR9-MyD88 inh,MC4R ag barr
Cc1noc(/C=C/c2ccccn2)c1[N+](=O)[O-],48,-2,23,-2,12,42*,35,40,-3,-3,0.2
CCC(C)c1ccc(NC(=S)Nc2ccc(OC)c(OC)c2)cc1 (configuration not stated),-10,4,0,2,2,-5,14,-9,13,1,0.5
Cc1cc(Br)ccc1OCC(=O)NC1CCCC1,7,13,3,-6,24,-3,-35,-1,-3,-8,-1.2
CCOc1ccc(OCC)c(S(=O)(=O)N2CCCCC2C)c1 (configuration not stated),-13,-4,-2,-1,5,-2,19,-7,10,-3,1.0
CCCCc1ccc(NC(=S)Nc2cccnc2)cc1,-19,5,5,0,-9,-7,11,11,15,8,1.0
CC(C)CCNC(=O)c1cc(-c2ccco2)nc2ccccc12,-6,6,7,3,11,7,1,2,8,2,-1.9
Cc1cc(C)cc(Cn2cc(CN3CC(N4CCN(Cc5ccccc5F)CC4)CS3(=O)=O)nn2)c1 (configuration not stated),-4,x,x,-4,20,0,x,x,21,x,x
O=C(/C=C(\c1ccccc1)n1cncn1)c1ccccc1,0,-3,-8,-8,-2,1,9,-19,3,6,1.6
O=c1ccc2cccc([N+](=O)[O-])c2[nH]1,-27,x,x,1,4,-6,5,10,20,x,x
COc1ccc(NC(=O)N(C)C[C@H]2Oc3ccc(NS(=O)(=O)c4cn(C)cn4)cc3C(=O)N([C@H](C)CO)C[C@@H]2C)cc1,17,2,0,-1,-11,0,7,2,4,0,-2.1
CCc1ccccc1NC(=O)c1cnc2scc(C)n2c1=O,-6,6,-7,2,-1,3,-2,-12,5,-4,0.4
O=C(Nc1ccc(N2CCN(Cc3ccccc3Cl)CC2)cc1)c1cccnc1,12,-3,3,4,18,2,14,19,22,-9,-0.1
Cc1ccc(-n2nc(-c3ccc(OC(F)(F)F)cc3)cc2N)cc1C,3,29*,x,-7,9,-3,27,-11,5,x,4.2
O=C(CSc1nnc(Cc2ccc3c(c2)OCO3)n1C1CCCCC1)NC1CCCC1,13,16,-9,0,4,2,5,-1,-16,-6,0.7
COCCN(CCOC)C(=O)c1ccc(CSc2nc3ccccc3s2)cc1,-5,0,5,-10,-2,1,-24,-9,5,-3,0.1
Cc1c(C(c2ccc(O)cc2)c2c(C)n(C)n(-c3ccccc3)c2=O)c(=O)n(-c2ccccc2)n1C,-58,0,-3,-4,-6,3,1,2,-5,x,-0.1
Cc1cccc(N(CC(=O)NC2CCCC2)C(=O)CCCC(=O)Nc2ccccn2)c1,-46,0,1,-10,10,-1,13,0,1,6,-1.0
COc1ccc(F)cc1C(=O)C1CCCN(Cc2ccc(Sc3nncn3C)o2)C1 (configuration not stated),2,10,-11,-3,3,-2,10,-8,15,0,0.3
CCc1c(O)nc(SCC(=O)N2CCCCC2)n(-c2ccccc2C)c1=O,x,-2,-5,-13,x,-4,7,-24,-18,-7,-0.4
O=C(CCC1CCCC1)N[C@@H](Cc1ccc(O)cc1)C(=O)O,-21,9,-1,-16,12,-6,-8,3,-3,-11,1.8
CC(C)(C)OC(=O)NCCCCCNC(=O)c1[nH]cnc1C(=O)Nc1ccon1,9,-15,-3,6,-13,-6,7,-15,-24,-1,-1.9
C=CCNC(=O)CN(c1ccc(F)cc1)S(=O)(=O)c1ccc(OC)cc1,2,-2,-6,-3,-16,4,17,12,6,-1,-0.8
CCOc1cc(C=O)ccc1OCCn1c([N+](=O)[O-])cnc1C,-15,14,-16,-1,-11,0,-6,-28,-18,-9,-1.6
COc1cc(C(C(=O)NC(C)(C)C)N(C(=O)CNC(=O)c2cccs2)c2ccc(C(C)C)cc2)cc(OC)c1OC (configuration not stated),-8,12,-10,-3,-6,0,-8,-4,-11,-5,1.8
CC(C)Cn1c(SCC(=O)NCCCN2CCCC2=O)nc2ccccc21,-7,3,-9,-3,7,-6,12,-28,2,-3,-0.8
O=C(COC(=O)CC1c2ccccc2CCN1S(=O)(=O)c1ccc(F)cc1)Nc1ccccc1 (configuration not stated),-19,14,1,7,10,-5,19,-11,-27,-13,2.8
COc1ccc(O)c(CN2CCC(n3nccc3NC(=O)CCOc3ccccc3)CC2)c1,-10,-2,3,-9,20,10,4,-25,25,-5,2.1
Cc1ccc(C(C)C)c(OCC(=O)NNCC(=O)Nc2cccc(F)c2)c1,-17,-1,-3,-2,2,-15,-9,-19,-7,-10,14*
CC1CCN(CCCNC(=O)C2CCN(S(=O)(=O)N3CCCCC3)CC2)CC1,0,4,-2,-8,4,-3,10,7,12,11,-2.5
Cn1c(/C=C/c2ccc(Br)cc2)c([N+](=O)[O-])c(=O)n(C)c1=O,50,9,-1,1,4,15,34,19,-11,-10,-0.3
COc1ccc(-c2csc(NC(C)c3nc4cc(Cl)c(N5CCCCC5)cc4n3CCOCCO)n2)cc1 (configuration not stated),-10,13,6,3,6,-1,-10,-4,-1,-1,-0.7
S=C(Nc1ccc(CN2CCCCC2)cc1)Nc1cccc(Cl)c1Cl,-4,7,-8,1,11,-6,7,-5,2,-1,-1.5
O=C(c1cccc(Cl)c1)N1CCN(C(=O)c2ccccc2F)CC1,-16,13,2,9,-5,4,7,-13,2,-2,-2.2
CC(C)c1ccc(/C=N\NC(=O)c2ccc(Cn3cccn3)o2)cc1,-55,2,6,-10,-6,1,-46,-21,-79,-4,-0.9
CN(Cc1ccccc1)C(=O)c1ncn(Cc2ccccc2)c1C(=O)N(C)Cc1ccccc1,-25,12,1,-2,7,11,-8,13,16,1,-0.4
CCOC(=O)c1cc(-c2ccccc2)nc2ccc(C)cc12,15,15,-9,-14,3,0,1,11,-9,-8,5.3
COC(=O)C1=C(C)N(c2ccc(C)c(C)c2)/C(=C/c2ccc(O)cc2)C1=O,16,-1,9,-13,9,11,10,6,5,-4,-0.7
CC(=C1C(=O)c2ccccc2C1=O)N1CCN(CCN=CC2=C(O)CC(C)(C)CC2=O)CC1,-2,3,-20,0,5,1,11,2,10,-2,-2.6
CC(NC(=O)CCC(=O)NC(C)c1ccccc1)c1ccccc1 (configuration not stated),-27,-5,24,-2,0,5,-19,-99,-9,-1,-0.4
O=C(c1ccc([N+](=O)[O-])cc1)N1CCN(c2ncccn2)CC1,-5,1,-3,8,-9,-2,16,0,-2,0,1.5

# An excerpt from above in order of the COUP-TFII inh value, highest first:
SMILES,NCOA2 inhibitor,MC4R antagonist,EBV LMP1 NFkB,NOD2 RIPK2 PPI,COUP-TFII inh,ABHD5-PLIN5 inh,NCOA3 inh,NCOA1 inh,LRH-1 inv ag,TLR9-MyD88 inh,MC4R ag barr
CC(C)Cn1c(SCC(=O)NCCCN2CCCC2=O)nc2ccccc21,-7,3,-9,-3,7,-6,12,-28,2,-3,-0.8
CC(=C1C(=O)c2ccccc2C1=O)N1CCN(CCN=CC2=C(O)CC(C)(C)CC2=O)CC1,-2,3,-20,0,5,1,11,2,10,-2,-2.6
COc1cc(C(C(=O)NC(C)(C)C)N(C(=O)CNC(=O)c2cccs2)c2ccc(C(C)C)cc2)cc(OC)c1OC (configuration not stated),-8,12,-10,-3,-6,0,-8,-4,-11,-5,1.8

# The list continues:
SMILES,NCOA2 inhibitor,MC4R antagonist,EBV LMP1 NFkB,NOD2 RIPK2 PPI,COUP-TFII inh,ABHD5-PLIN5 inh,NCOA3 inh,NCOA1 inh,LRH-1 inv ag,TLR9-MyD88 inh,MC4R ag barr
O=C(c1ccccc1)N1CCN(c2ncnc3c2cnn3-c2ccccc2)CC1,-26,4,-20,-12,0,-2,0,-13,-5,-19,-0.3
COc1ccc(-c2nnc(CSc3nc4ccccc4c(=O)n3C)o2)cc1OC,x,6,7,1,x,-5,-4,-16,2,-7,-0.9
COc1ccc(N(C)C(=O)c2cc3c(s2)-c2c(C)cccc2OC3)c(OC)c1,-9,-8,14,-4,6,-5,7,6,5,-2,1.2
Cc1ccccc1NC(=O)Cc1nnc(SCC(=O)N2CCOCC2)n1C,-23,2,0,4,2,-6,-32,-2,-2,-4,-0.9
CN(Cc1ccccc1)C(=O)C1CCN(S(=O)(=O)c2ccc(-n3cnnn3)cc2)CC1,28,1,5,-12,-7,3,-16,16,-7,3,-1.4
O=C(CN1C(=O)NC2(CCCC2)C1=O)N1CCN(S(=O)(=O)c2ccccc2)CC1,-5,20,3,-11,17,-3,-18,-2,6,-11,-1.3
N#CC(C(=O)NCCc1ccccc1)c1nc2ccccc2nc1N1CCOCC1 (configuration not stated),-33,-1,3,2,10,10,21,0,-3,0,-2.2
O=C(CCc1ccccc1)NNC(=O)Cc1ccccc1,-3,-2,-7,3,7,-1,-13,3,-24,0,-0.4
O=C(COC(=O)c1ccc(Br)c(S(=O)(=O)N2CCOCC2)c1)NCCc1ccccc1,-47,10,12,-3,7,-8,-12,-13,5,-4,-0.5
Cc1ccc(-c2n[nH]c3c2C(c2cccc(O)c2)N(c2ccc(C(=O)O)cc2)C3=O)cc1 (configuration not stated),-3,18,3,-4,-4,6,4,-9,-7,-2,0.5
CCOC(=O)[C@]12CCCC=C1N(CCC1=CCCCC1)C(=O)[C@H](CC(=O)NCC1CCCCC1)C2,14,x,x,-3,1,-2,x,x,1,x,x
CC1CCCCN1C(=O)CCC(=O)Nc1nnc(C(F)(F)F)s1 (configuration not stated),-8,1,-1,-8,-12,4,13,8,5,0,-0.9
O=C1CC(c2ccccc2)CC(O)=C1C=NCc1ccc(Cl)c(Cl)c1 (configuration not stated),8,15,7,-6,-3,-5,5,7,10,0,-0.9
Cc1ccc(-c2nnc(C)c(N3CCCC3)n2)cc1,-4,7,13,8,-7,-1,4,-25,3,1,0.5
COc1cc(C)c(NC(=S)Nc2ccc(C)c(Cl)c2)cc1OC,19,1,7,0,-1,0,16,-2,1,-13,2.4
O=C(O)c1cccc2c1C(=O)c1ccc(-c3ccc(F)cc3OCc3ccccc3)cc1S2(=O)=O,x,1,2,-12,x,7,-11,-8,-31,3,1.6
Cc1nn(-c2ccccc2)c(C)c1NC(=O)CCl,-15,2,-29,-8,2,4,-25,-57,47,8,1.2
CCOc1ccc(CNC(=O)C2CC(=O)N(C3CCCC3)C2)cc1OC (configuration not stated),22,-1,4,-4,18,-4,4,-4,20,1,-0.7
CCn1nc(C)c(NC(=O)/C=C/c2ccc(OC)c(COc3ccc(Cl)cc3Br)c2)c1C,-14,12,5,-5,0,7,5,-4,-9,-5,0.9
N#Cc1ccccc1S(=O)(=O)N1CCN(C(=O)[C@@H]2CCCN2C(=O)c2cccs2)CC1,-9,2,1,-2,-2,-7,15,10,16,6,-2.7
CCOC(=O)/C(=C/c1ccc(OC)cc1)NC(=O)c1ccco1,-13,26,22,6,14,-1,1,-11,4,1,-1.2
CC(=O)Nc1ccc(S(=O)(=O)NC2(C(F)(F)F)NC(=O)N(c3ccc(Cl)cc3)C2=O)cc1 (configuration not stated),3,-8,-8,5,13,17,7,9,19,5,1.4
